# High-throughput results as filed in PubChem.
# NFkB SMM – binders of NF-kB p50 subunit, primary screen, biochemical, small molecule microarray, anti-His fluorescence | Nuclear factor NF-kappa-B p105 subunit (Homo sapiens), P19838 | anti-His fluorescence binding | calls only | 1.3% of 17,000 active | AID 624139, 2012;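 active = spot fluorescence over background significantly raised, with a chance value under 7% in all four replicate spots of the compound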;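 note: probe protein is his-tagged human p50 processed subunit at 1 µg/ml; raw spot fluorescence signals with no normalization applied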
# Target sequence (P19838 1-433 limits assumed): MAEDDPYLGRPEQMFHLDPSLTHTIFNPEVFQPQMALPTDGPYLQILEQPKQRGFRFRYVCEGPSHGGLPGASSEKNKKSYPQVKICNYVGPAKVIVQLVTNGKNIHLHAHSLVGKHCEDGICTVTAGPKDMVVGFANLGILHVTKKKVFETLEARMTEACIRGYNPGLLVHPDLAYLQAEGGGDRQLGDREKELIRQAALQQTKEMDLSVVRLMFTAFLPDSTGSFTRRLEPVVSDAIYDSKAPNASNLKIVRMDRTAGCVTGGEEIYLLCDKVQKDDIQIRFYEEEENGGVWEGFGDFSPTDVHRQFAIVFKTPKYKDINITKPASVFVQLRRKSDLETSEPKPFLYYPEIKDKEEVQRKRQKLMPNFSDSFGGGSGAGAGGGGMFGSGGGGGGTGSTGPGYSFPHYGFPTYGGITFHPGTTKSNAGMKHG
# Calls only; i = inactive. The list is partial (hit frequency here may not be typical).
SMILES,NFkB SMM
[N-]=[N+]=Nc1ccccc1C[C@]1(C(=O)N2CCCCC2)N=C(c2ccc(OCCCO)cc2)O[C@H]1c1ccccc1,i
C[C@H]1CN([C@@H](C)CO)C(=O)c2cc(NS(=O)(=O)c3cn(C)cn3)ccc2O[C@@H]1CN(C)Cc1ccc(Cl)c(Cl)c1,i
C[C@@H]1CN([C@H](C)CO)C(=O)c2cc(NC(=O)CCCN(C)C)ccc2O[C@H]1CN(C)Cc1ccncc1,i
CNC[C@@H]1Oc2c(NC(=O)Nc3c(C)noc3C)cccc2C(=O)N([C@H](C)CO)C[C@@H]1C,i
CC(=O)NC(=S)Nc1ccc(S(=O)(=O)Nc2nc(C)cc(C)n2)cc1,i
COc1ccc(NC(=O)Nc2cccc3c2O[C@H](CN(C)S(=O)(=O)c2ccc(Cl)cc2)[C@H](C)CN([C@@H](C)CO)C3=O)cc1,i
CS(=O)(=O)N(CC(=O)Nc1ccc(Oc2ccccc2)cc1)C1CCCCC1,i
COc1cc(-c2coc3cc(O)cc(O)c3c2=O)c(OC)cc1O,i
COc1ccc(S(=O)(=O)N(C)C[C@H]2Oc3ccc(NS(=O)(=O)c4cccs4)cc3CC(=O)N([C@H](C)CO)C[C@H]2C)cc1,i
C[C@H](CO)N1C[C@H](C)[C@H](CN(C)C(=O)CCCN(C)C)OCCCC[C@H](C)Oc2ccc(NS(C)(=O)=O)cc2C1=O,i
Cc1nc2ccccc2nc1OCc1cccc([N+](=O)[O-])c1,i
CSc1ccccc1NC(=O)CN(C)S(=O)(=O)c1ccc(F)cc1,i
C[C@@H]1CN([C@H](C)CO)C(=O)c2cc(NC(=O)C3CC3)ccc2O[C@H]1CN(C)S(=O)(=O)c1cccs1,i
COc1ccc(CN(C)C[C@@H]2Oc3c(NC(=O)NC4CCCCC4)cccc3C(=O)N([C@H](C)CO)C[C@@H]2C)cc1,i
C[C@H]1CCCCO[C@@H](CN(C)C(=O)C2CCCCC2)[C@@H](C)CN([C@@H](C)CO)C(=O)c2cc(NS(=O)(=O)c3cccs3)ccc2O1,i
Clc1ccc(-c2cn3c4ccccc4nc3n2CCN2CCOCC2)cc1,i
O=C(Nc1ccc(Cl)cc1)NC(Cc1ccccc1)C(=O)O (stereo not given),i
CSCC1OC(n2cnc3c(=O)[nH]cnc32)C(O)C1O (stereo not given),i
C[C@H]1CCCCO[C@H](CN(C)C)[C@@H](C)CN([C@@H](C)CO)C(=O)c2cc(NC(=O)Nc3cccc4ccccc34)ccc2O1,i
CNC[C@@H]1Oc2ccc(NC(=O)NC(C)C)cc2CC(=O)N([C@H](C)CO)C[C@H]1C,i
C[C@@H]1CN([C@@H](C)CO)C(=O)Cc2cc(NC(=O)CCCN(C)C)ccc2O[C@H]1CN(C)C(=O)Nc1ccccc1,i
Cc1noc(C)c1S(=O)(=O)Nc1ccc2c(c1)C(=O)N([C@@H](C)CO)C[C@H](C)[C@@H](CN(C)C(=O)Nc1ccc(F)cc1)OCCCC[C@H](C)O2,i
COc1cc(OC2OC(COC3OCC(O)(CO)C3O)C(O)C(O)C2O)c2c(-c3ccc(O)c(O)c3)cc(=O)oc2c1 (stereo not given),i
Cc1ccc(S(=O)(=O)Nc2ccc3c(c2)C(=O)N([C@H](C)CO)C[C@@H](C)[C@@H](CN(C)C)O3)cc1,i
C[C@@H]1CN([C@@H](C)CO)C(=O)c2cccc(N(C)C)c2O[C@H]1CN(C)Cc1ccc(C(F)(F)F)cc1,i
CC1(C)Cc2c(C#N)c(OCC(=O)c3ccc(Cl)cc3)nc(-c3ccco3)c2CO1,i
CCCN(C)C[C@H]1OCCCC[C@@H](C)Oc2ccc(NC(=O)CCCN(C)C)cc2C(=O)N([C@@H](C)CO)C[C@H]1C,i
CC(C)NC(=O)N(C)C[C@H]1OCCCC[C@@H](C)Oc2ccc(NC(=O)c3ccncc3)cc2C(=O)N([C@@H](C)CO)C[C@@H]1C,i
C[C@@H]1CN([C@H](C)CO)C(=O)c2cccc(NS(=O)(=O)c3cccs3)c2O[C@@H]1CN(C)Cc1ccc2c(c1)OCO2,i
O=C(COc1ccccc1)Nc1scc2c1c(=O)oc1ccccc12,i
OC(CCCN1CCN(c2ncc(F)cn2)CC1)c1ccc(F)cc1 (stereo not given),i
COc1ccc(S(=O)(=O)N(C)C[C@@H]2Oc3ccc(NC(=O)C4CC4)cc3C(=O)N([C@H](C)CO)C[C@H]2C)cc1,i
CC(NC(=O)c1ccccc1N)C(N)=O (stereo not given),i
C[C@H](CO)N1C[C@H](C)[C@H](CN(C)C)Oc2c(NC(=O)Nc3ccc(F)cc3)cccc2C1=O,i
C=C(C(=O)O)C(O)CCC1(C)C2CC3C(C2)C31C (stereo not given),i
C[C@@H]1CN([C@H](C)CO)C(=O)CCCn2cc(nn2)CO[C@@H]1CN(C)C(=O)c1ccccc1,i
CC(C)NC(=O)N(C)C[C@H]1OCCCC[C@H](C)Oc2ccc(NC(=O)Nc3ccc(F)cc3)cc2C(=O)N([C@H](C)CO)C[C@@H]1C,i
C[C@@H]1CCCCO[C@H](CN(C)S(=O)(=O)c2ccccc2)[C@H](C)CN([C@@H](C)CO)C(=O)c2cc(NS(C)(=O)=O)ccc2O1,i
C[C@@H]1CN([C@@H](C)CO)C(=O)Cc2cc(NS(C)(=O)=O)ccc2O[C@@H]1CN(C)Cc1ccc(Cl)c(Cl)c1,i
C[C@H](CO)N1C[C@H](C)[C@H](CN(C)S(=O)(=O)c2ccccc2)OCCCC[C@H](C)Oc2ccc(NC(=O)CCCN(C)C)cc2C1=O,i
C=CCN1Cc2ccccc2[C@@H]2OC(c3ccc(OCCCO)cc3)=N[C@]2(CC=C)C1=O,i
COc1cc2cc(Oc3ccc4ccc(=O)oc4c3)c(=O)oc2cc1OC1OC(COC(=O)CC(C)(O)CC(=O)O)C(O)C(O)C1O (stereo not given),i
c1coc(CNc2ncnc3c2sc2nc(N4CCOCC4)c4c(c23)CCC4)c1,i
Cc1ccc(NC(=O)C(C)N(c2ccc(Cl)cc2)S(C)(=O)=O)c(C)c1 (stereo not given),i
COc1ccc(NC(=O)Nc2cccc3c2O[C@H](CN(C)C)[C@@H](C)CN([C@H](C)CO)C3=O)cc1,i
CNC[C@H]1Oc2ccc(NC(=O)Nc3ccc(C(F)(F)F)cc3)cc2CC(=O)N([C@@H](C)CO)C[C@H]1C,i
C[C@@H]1CN([C@H](C)CO)C(=O)Cc2cc(NC(=O)Cc3ccccc3)ccc2O[C@H]1CN(C)Cc1ccncc1,i
COc1ccc(S(=O)(=O)N(C)C[C@@H]2Oc3ccc(NC(=O)Nc4ccc5c(c4)OCO5)cc3CC(=O)N([C@@H](C)CO)C[C@@H]2C)cc1,i
CC(C)NC(=O)Nc1cccc2c1O[C@@H](CN(C)Cc1ccc(C(F)(F)F)cc1)[C@H](C)CN([C@H](C)CO)C2=O,i
C[C@@H]1CN([C@@H](C)CO)C(=O)c2cccc(NS(=O)(=O)c3ccc(F)cc3)c2O[C@@H]1CN(C)C(=O)Nc1ccc(F)cc1,i
Cc1noc(C)c1NC(=O)N(C)C[C@H]1OCCCC[C@H](C)Oc2ccc(NS(=O)(=O)c3cn(C)cn3)cc2C(=O)N([C@@H](C)CO)C[C@@H]1C,i
C=C1[C@@H]2CC[C@H]3[C@@]4(C)C(C[C@H](OC(=O)[C@]5(C)O[C@@H]5C)[C@]3(C2)[C@@H]1OC(C)=O)[C@](C)(C(=O)OC)CC[C@H]4OC(C)=O (stereo not given in full),i
COc1c(O)cc2oc(-c3ccc(O)cc3)cc(=O)c2c1O,i
Cc1noc(C)c1NC(=O)N(C)C[C@@H]1OCc2cn(nn2)CCCC(=O)N([C@@H](C)CO)C[C@H]1C,i
CC1(C)CC(=O)C2=C(C1)Nc1ccccc1N(C(=S)NCc1ccco1)C2c1cccnc1 (stereo not given),i
COc1ccc(NC(=O)Nc2cccc3c2O[C@H](CN(C)S(=O)(=O)c2ccc(OC)cc2)[C@H](C)CN([C@@H](C)CO)C3=O)cc1,i
CC(C)NC(=O)Nc1ccc2c(c1)C(=O)N([C@@H](C)CO)C[C@@H](C)[C@H](CN(C)C(=O)Nc1ccccc1)OCCCC[C@@H](C)O2,i
CC(C)NC(=O)N(C)C[C@H]1OCCCC[C@@H](C)Oc2ccc(NS(=O)(=O)c3ccccc3)cc2C(=O)N([C@@H](C)CO)C[C@H]1C,i
Cn1c(SCC(=O)Nc2ccnc3ccccc23)nnc1-c1ccncc1,i
C[C@@H]1CCCCO[C@H](CN(C)Cc2ccncc2)[C@H](C)CN([C@H](C)CO)C(=O)c2cc(NS(=O)(=O)c3ccccc3)ccc2O1,i

# Structures above with an aryl methoxy group:
SMILES,NFkB SMM
COc1ccc(NC(=O)Nc2cccc3c2O[C@H](CN(C)S(=O)(=O)c2ccc(Cl)cc2)[C@H](C)CN([C@@H](C)CO)C3=O)cc1,i
COc1cc(-c2coc3cc(O)cc(O)c3c2=O)c(OC)cc1O,i
COc1ccc(S(=O)(=O)N(C)C[C@H]2Oc3ccc(NS(=O)(=O)c4cccs4)cc3CC(=O)N([C@H](C)CO)C[C@H]2C)cc1,i
COc1ccc(CN(C)C[C@@H]2Oc3c(NC(=O)NC4CCCCC4)cccc3C(=O)N([C@H](C)CO)C[C@@H]2C)cc1,i
COc1cc(OC2OC(COC3OCC(O)(CO)C3O)C(O)C(O)C2O)c2c(-c3ccc(O)c(O)c3)cc(=O)oc2c1 (stereo not given),i
COc1ccc(S(=O)(=O)N(C)C[C@@H]2Oc3ccc(NC(=O)C4CC4)cc3C(=O)N([C@H](C)CO)C[C@H]2C)cc1,i
COc1cc2cc(Oc3ccc4ccc(=O)oc4c3)c(=O)oc2cc1OC1OC(COC(=O)CC(C)(O)CC(=O)O)C(O)C(O)C1O (stereo not given),i
COc1ccc(NC(=O)Nc2cccc3c2O[C@H](CN(C)C)[C@@H](C)CN([C@H](C)CO)C3=O)cc1,i
COc1ccc(S(=O)(=O)N(C)C[C@@H]2Oc3ccc(NC(=O)Nc4ccc5c(c4)OCO5)cc3CC(=O)N([C@@H](C)CO)C[C@@H]2C)cc1,i
COc1c(O)cc2oc(-c3ccc(O)cc3)cc(=O)c2c1O,i
COc1ccc(NC(=O)Nc2cccc3c2O[C@H](CN(C)S(=O)(=O)c2ccc(OC)cc2)[C@H](C)CN([C@@H](C)CO)C3=O)cc1,i

# Next part
SMILES,NFkB SMM
CC(C)(C)c1cc(C(=O)/C=C/c2ccc(C(=O)O)cc2)cc(C(C)(C)C)c1,i
C[C@H]1CN([C@@H](C)CO)C(=O)Cc2cc(NC(=O)C3CC3)ccc2O[C@@H]1CN(C)S(=O)(=O)c1cccs1,i
C[C@H](CO)N1C[C@H](C)[C@H](CN(C)CC2CC2)Oc2c(NC(=O)c3nc4ccccc4s3)cccc2C1=O,i
CCOC(=O)c1c(NC(=O)Cn2ccc([N+](=O)[O-])n2)sc(C)c1C,i
Cc1ccccc1Cn1cc(NC(=O)c2nc3ncccn3n2)cn1,i
C[C@H]1CCCCO[C@H](CN(C)C)[C@@H](C)CN([C@@H](C)CO)C(=O)c2cc(NS(C)(=O)=O)ccc2O1,i
O=C1c2c(O)cc(O)cc2O[C@@H](c2ccc(O)cc2)[C@@H]1O,i
C[C@@H]1CN([C@H](C)CO)C(=O)CCCn2nncc2CO[C@H]1CN(C)Cc1ccc(C(F)(F)F)cc1,i
CC(Oc1cccc(NC(=O)c2ccc(Br)cc2)c1)C(=O)c1ccccc1 (stereo not given),i
COCCOC(=O)N1C(=O)[C@@]2(c3cc(C#Cc4ccc(OC)cc4)ccc31)[C@H](c1ccccc1OCCO)N1[C@H](c3ccccc3)[C@H](c3ccccc3)OC(=O)[C@H]1[C@@H]2C(=O)N1CCc2cc(OC)c(OC)cc2C1,i
COc1ccc(S(=O)(=O)N(C)C[C@H]2Oc3ccc(NC(=O)Nc4cccc5ccccc45)cc3CC(=O)N([C@@H](C)CO)C[C@H]2C)cc1,i
C[C@@H]1CN([C@@H](C)CO)C(=O)c2cccc(NS(C)(=O)=O)c2O[C@H]1CN(C)C(=O)Nc1ccccc1,i
NCCCCCNC(=O)[C@H]1C[C@H]2C(=O)NCC(=O)N2[C@H]1c1cccc(OCCO)c1,i
COc1ccc(S(=O)(=O)N(C)C[C@@H]2Oc3ccc(NC(=O)NC(C)C)cc3C(=O)N([C@@H](C)CO)C[C@H]2C)cc1,i
Cc1noc(C)c1S(=O)(=O)N(C)C[C@H]1Oc2ccc(NC(=O)Nc3cccc4ccccc34)cc2CC(=O)N([C@H](C)CO)C[C@H]1C,i
Cc1ccc(S(=O)(=O)N(C)C[C@@H]2Oc3ccc(NC(=O)Nc4cccc5ccccc45)cc3CC(=O)N([C@H](C)CO)C[C@@H]2C)cc1,i
Cc1ccc(SCCCCSc2nc(C)cc(=O)[nH]2)cc1,i
COc1ccc(Cl)cc1N=C1NC(=O)CC(C(=O)Nc2ccccc2)S1 (stereo not given),i
Cc1ccc(NC(=O)Cn2c(-c3nonc3N)nc3ccccc32)cc1Cl,i
COc1ccccc1C(=O)NCCCN1CCCC1=O,i
Cc1noc(C)c1NC(=O)Nc1cccc2c1O[C@@H](CN(C)C)[C@H](C)CN([C@@H](C)CO)C2=O,i
C[C@H](CO)N1C[C@H](C)[C@H](CN(C)C)OCCCC[C@H](C)Oc2ccc(NC(=O)Nc3ccc4c(c3)OCO4)cc2C1=O,i
CN(C)CCCNC(=O)[C@@]1(c2ccc([N+](=O)[O-])cc2)CC(=O)N(CC23CC4CC(CC(C4)C2)C3)[C@@H]1c1ccc(CO)cc1,i
C[C@@H]1CN([C@@H](C)CO)C(=O)Cc2cc(NC(=O)c3ccncc3)ccc2O[C@H]1CN(C)S(=O)(=O)c1ccc(F)cc1,i
C[C@@H]1CCCCO[C@@H](CN(C)C(=O)c2ccccc2)[C@@H](C)CN([C@H](C)CO)C(=O)c2cc(NS(=O)(=O)c3ccccc3)ccc2O1,i
C[C@H]1CN([C@@H](C)CO)C(=O)c2cccc(NS(=O)(=O)c3cccs3)c2O[C@@H]1CN(C)C(=O)Nc1cccc2ccccc12,i
C[C@H]1CN([C@@H](C)CO)C(=O)c2cccc(NC(=O)Nc3ccc4c(c3)OCO4)c2O[C@H]1CN(C)Cc1ccc(C(F)(F)F)cc1,i
COCCNC(=O)c1cc(-c2cccnc2)nc2ccc(Br)cc12,i
COc1c(O[C@@H]2O[C@H](C(=O)O)[C@@H](O)[C@H](O)[C@H]2O)cc(O)c2c(=O)cc(-c3ccccc3)oc12,i
O=C(O)c1cccc(S(=O)(=O)NCc2ccco2)c1,i
